Compound activity (PubChem)
CCR6 antagonist: CCR6 (human) receptor antagonism. 0.49% of 340,000 active. inhibition, % at 20 µM. AID 493098. P51684. CHO-K1 CCR6 PathHunter beta-arrestin, luminescence, CCL20-stimulated;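 active means compounds whose inhibition of the agonist-driven luminescence signal at 20 µM reaches about 50%, limit read from the data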;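 further: cells stimulated with CCL20 at 14 nM final; plate controls were DMSO with CCL20 for no effect and DMSO without agonist for full effect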
Target sequence (P51684 whole entry, looked up): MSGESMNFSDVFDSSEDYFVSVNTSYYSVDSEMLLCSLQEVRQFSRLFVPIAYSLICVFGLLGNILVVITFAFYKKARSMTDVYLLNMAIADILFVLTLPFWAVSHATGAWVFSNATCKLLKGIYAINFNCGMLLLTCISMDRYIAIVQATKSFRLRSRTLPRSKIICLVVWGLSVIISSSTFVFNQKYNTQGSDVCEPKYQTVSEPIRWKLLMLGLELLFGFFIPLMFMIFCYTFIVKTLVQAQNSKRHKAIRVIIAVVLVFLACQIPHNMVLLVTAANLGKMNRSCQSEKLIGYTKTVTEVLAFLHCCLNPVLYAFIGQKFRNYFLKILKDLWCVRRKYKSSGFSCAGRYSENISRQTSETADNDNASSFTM
697 NFkB inh: inhibitors of the PMA/ionomycin-induced NF-kB reporter in 697 B cells; 697 B-cell NF-kB luciferase reporter, 16 h; inhibition, % at 4 µM; 0.33% of 330,000 active; AID 435022; in the data active means inhibition above about 35%
Gli-Sufu block: antagonists of Gli-Sufu signaling; Sufu-KO-LIGHT fibroblasts, Gli luciferase reporter luminescence; inhibition, % at 5 µM; 0.74% of 340,000 active; AID 588413;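 active means inhibition above about 55%, limit read from the data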;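 further: 0% = DMSO-treated cells and 100% = wells with medium but no cells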
APJ antag: APJ receptor antagonism | CHO-K1 APJ beta-arrestin complementation, luminescence | inhibition, % at 20 µM | 0.32% of 330,000 active;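 active means inhibition above about 40% at 20 µM, limit read from the data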;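 further: cells challenged with 10 nM apelin-13 agonist together with compound; plate controls were apelin-13 plus DMSO wells for no effect and DMSO wells lacking apelin-13 for full effect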
UBC13 inh: blocks human UBC13 polyubiquitin chain formation. P61088. TR-FRET. AID 485273. 0.47% of 330,000 active. inhibition, % at 20 µM; in the data active means inhibition above about 45%, passing the limit was not always enough
Target sequence (P61088 whole entry, looked up): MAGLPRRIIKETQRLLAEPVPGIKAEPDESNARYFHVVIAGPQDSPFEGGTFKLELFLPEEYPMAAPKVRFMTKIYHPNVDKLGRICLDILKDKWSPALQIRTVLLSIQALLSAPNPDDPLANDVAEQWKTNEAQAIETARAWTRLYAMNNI
EBI2 block: antagonists of human EBI2 receptor; AID 651636; P32249; 0.81% of 360,000 active; inhibition, % at 5 µM; EBI2 beta-arrestin recruitment, luminescence, 7a,25-OHC stimulated; in the data active means inhibition above about 38%;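 further: enzyme fragment complementation signal reports receptor beta-arrestin coupling in cells; 0% = agonist plus DMSO wells and 100% = wells without agonist; some results beyond the cut were filed as inactive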
CXCR6 block: inhibitors of human CXCR6 receptor | O00574 | CHO-K1 PathHunter CXCR6 beta-arrestin, luminescence | inhibition, % at 20 µM | 0.36% of 360,000 active; in the data active means inhibition above about 34%, passing the limit was not always enough;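 further: antagonist mode with CXCL16 agonist at 10 nM final; 0% = 10 nM CXCL16 with DMSO and 100% = unstimulated wells without agonist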
Target sequence (O00574 whole entry, looked up): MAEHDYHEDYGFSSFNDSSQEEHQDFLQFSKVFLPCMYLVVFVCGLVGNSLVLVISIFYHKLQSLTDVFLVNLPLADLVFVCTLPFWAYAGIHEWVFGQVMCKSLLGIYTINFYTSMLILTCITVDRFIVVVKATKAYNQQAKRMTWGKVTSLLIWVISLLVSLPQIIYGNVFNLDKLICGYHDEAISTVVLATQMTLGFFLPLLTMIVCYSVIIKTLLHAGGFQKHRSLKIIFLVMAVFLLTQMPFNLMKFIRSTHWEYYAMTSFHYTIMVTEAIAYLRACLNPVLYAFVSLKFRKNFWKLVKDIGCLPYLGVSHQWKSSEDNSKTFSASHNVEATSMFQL
Jurkat NFkB inh: lowers PMA/ionomycin-induced NF-kB signal in Jurkat cells; PMA/ionomycin-induced NF-kB luciferase reporter, luminescence; AID 435003; inhibition, % at 4 µM; 0.53% of 330,000 active; in the data active means inhibition above about 50%
An asterisk follows results filed as active; / = no result given.

(1) NS(=O)(=O)c1ccc(CNC(=O)Cc2cccs2)cc1
(2) CCCCC(=O)NC(=S)NNS(=O)(=O)c1ccccc1
(3) Nc1nnc(CC(=O)N/N=C/c2ccccc2OCc2ccc(F)cc2)s1
(4) CCOC(=O)/C(C#N)=C\c1c(C)cc(C)c(COC(C)=O)c1C
(5) COc1ccc(S(=O)(=O)N(C)c2ccc(C(=O)NCc3ccco3)cc2)cc1
(6) CN(C)S(=O)(=O)N1CCC(Oc2cccc(C(=O)NC3CCOC3)c2)CC1 (stereo unspecified)
(7) CCOC(=O)n1c(O)c(N=NC(N)=S)c2cc(C)ccc21
(8) Cc1cc([N+](=O)[O-])ccc1NCc1ccccc1[N+](=O)[O-]
Compound,1,2,3,4,5,6,7,8
CXCR6 block,-2.8,-0.9,-7.2,-0.6,-1.7,1.2,-3.8,5.8
CCR6 antagonist,2.3,-6.3,1.1,-2.1,13.8,5.5,0.1,30.5
Gli-Sufu block,22.8,-4.3,-3.1,-0.9,-7.4,-1.9,-4.1,0.5
APJ antag,2.5,8.0,22.0,15.7,6.5,-7.8,0.1,-24.4
UBC13 inh,0.3,-23.7,3.2,7.7,6.6,-1.0,16.2,-12.8
697 NFkB inh,0.6,2.5,-2.1,-6.2,14.6,9.4,12.8,11.0
EBI2 block,-19.2,-0.3,-6.1,5.3,0.2,-2.0,-8.1,1.4
Jurkat NFkB inh,-11.2,-8.5,-10.1,2.4,10.2,-11.7,-1.3,3.9

(9) N#Cc1ccc(C(=O)Nc2ccc([N+](=O)[O-])cc2)c(F)c1
(10) CCN1C(Nc2ccccc2)=NC[C@@H]1C
(11) Cc1n[nH]c(C)c1Sc1ccccc1N
(12) Cc1noc(C)c1S(=O)(=O)Nc1ccc(C(=O)O)cc1
(13) O=C1c2ccccc2C(=O)N1CCc1nc(-c2ccc(Cl)cc2)no1
(14) Cc1ccc(-n2c(O)c(C=NC3CCS(=O)(=O)C3)c3ccccc3c2=O)cc1 (stereo unspecified)
(15) COc1ccccc1NS(=O)(=O)c1ccc(O)c(C(=O)OCC(=O)N2c3ccccc3CC2C)c1 (stereo unspecified)
(16) Cc1ccc(CS(=O)(=O)Cc2ccc(C(=O)NC3CC3)o2)cc1
Compound,9,10,11,12,13,14,15,16
CXCR6 block,3.0,-3.1,-3.8,-1.5,-13.8,-7.7,-1.3,-17.2
CCR6 antagonist,-5.9,-1.9,8.8,1.5,4.6,-11.2,0.3,-0.7
Gli-Sufu block,-9.8,-3.6,2.5,1.3,3.6,8.1,4.2,16.4
APJ antag,-5.5,0.6,-3.5,10.8,-4.8,-3.4,7.0,16.3
UBC13 inh,7.3,0.8,5.7,4.4,6.3,3.7,1.1,2.3
697 NFkB inh,-16.9,30.2,6.3,1.3,-1.4,13.9,12.8,-2.7
EBI2 block,-6.6,0.7,-0.3,-6.4,12.5,1.6,-7.7,-3.2
Jurkat NFkB inh,-37.1,16.0,-10.6,15.3,-3.0,-10.9,0.9,1.0

(17) CCOC(=O)Cc1csc(NC(=O)CSc2nnnn2-c2ccc(CC)cc2)n1
(18) CCCn1c(N)c(N(CCOC)C(=O)Cc2ccc(S(=O)(=O)N3CCOCC3)s2)c(=O)[nH]c1=O
(19) CN(CCc1ccccn1)C(=O)c1cccnc1Oc1ccc(Cl)cc1
(20) COc1ccc(NS(=O)(=O)c2cc(NC(=O)/C=C/c3cc(OC)c(OC)c(OC)c3)ccc2N2CCCCC2)cc1
(21) CCOC(=O)c1ccccc1C(=O)N1CCOCCOCCOCC1
(22) CC1CCC(NC(=O)CNC(=O)c2cccs2)CC1 (stereo unspecified)
(23) CCC1CCCCN1CCCn1c(=S)[nH]c2ccccc2c1=O (stereo unspecified)
(24) CCCN1CCC(NCC(C)c2ccccc2)CC1 (stereo unspecified)
Compound,17,18,19,20,21,22,23,24
CXCR6 block,-6.3,-7.9,6.3,3.8,-2.6,-1.3,1.7,12.1
CCR6 antagonist,2.8,/,7.9,3.9,-1.6,5.5,37.4,3.5
Gli-Sufu block,-1.4,-3.9,38.2,12.0,-10.4,-72.8,-1.5,13.3
APJ antag,5.0,-7.0,9.5,9.6,19.4,11.1,17.2,-11.9
UBC13 inh,-1.1,-2.3,7.1,-8.6,1.7,1.8,-8.3,-8.9
697 NFkB inh,22.3,11.1,0.5,-19.0,5.3,-37.2,-15.3,-23.1
EBI2 block,-3.2,-10.6,2.4,5.6,-3.5,-10.8,4.4,1.0
Jurkat NFkB inh,11.3,8.1,3.0,-11.1,16.1,-54.1,-9.7,-34.0

(25) O=C(OCc1ccc(Cl)cc1Cl)c1cccnc1Cl
(26) O=C(c1cc(-c2cccnc2)nc2ccccc12)N1CCN(S(=O)(=O)c2cccs2)CC1
(27) CCOC(=O)c1c(NC(=O)c2ccc(S(=O)(=O)N(C)CC3CCCO3)cc2)sc2c1CC(C)(C)NC2(C)C (stereo unspecified)
(28) Cc1ccc(C)c(NC(=O)[C@@H]2CCCN2S(=O)(=O)c2ccccc2F)c1
(29) CN(CCc1ccccn1)S(=O)(=O)c1ccccc1F
(30) CCOc1cc(/C=C\c2nc(O)c([N+](=O)[O-])c(=O)[nH]2)ccc1OC(C)C
(31) CCC(Oc1ccccc1)C(=O)NC1CCSC1=O (stereo unspecified)
(32) O=C1CC(C(=O)Nc2ccc(F)cc2)n2cnnc2N1 (stereo unspecified)
Compound,25,26,27,28,29,30,31,32
CXCR6 block,0.3,7.1,3.6,2.4,-11.2,9.0,2.2,1.4
CCR6 antagonist,6.4,4.4,23.7,-5.8,-6.0,15.7,-1.0,2.1
Gli-Sufu block,-5.3,1.0,28.5,-6.2,-0.2,7.8,4.9,-1.8
APJ antag,5.6,-46.8,0.2,0.3,-7.1,13.2,9.1,-9.0
UBC13 inh,22.2,-10.7,25.4,5.8,2.4,-9.9,-0.7,-10.9
697 NFkB inh,16.5,20.7,-38.9,21.4,0.3,11.5,23.6,6.7
EBI2 block,10.2,10.9,12.2,-9.6,-3.4,-6.6,-2.8,3.4
Jurkat NFkB inh,-15.5,12.7,0.9,-2.0,-8.7,10.2,8.2,0.5

(33) NC(=O)c1ccccc1NC(=O)C1CCCO1 (stereo unspecified)
(34) CCOC(=O)N1CCN(C(=O)c2cc(OC)cc(OC)c2)CC1
(35) O=C1COc2ccc(C(=O)COC(=O)Cc3c(F)cccc3Cl)cc2N1
(36) CC1(C)CC(=O)c2c(nc(SCC(=O)Nc3nsc(-c4ccccc4)n3)c(C#N)c2-c2ccccc2)C1
(37) CC(C)(CO)NCC(O)Cn1cc(C=O)c2ccccc21 (stereo unspecified)
(38) O=C(CSc1nc2nc3c(cc2c(=O)n1-c1ccccc1)CCCC3)Nc1cccc2ccccc12
(39) CC1c2cc3c(cc2CCN1C(=O)c1ccc(C(F)(F)F)cc1)OCCCO3 (stereo unspecified)
(40) C=C(C)CNC(=S)Nc1cccc2cnccc12
Compound,33,34,35,36,37,38,39,40
CXCR6 block,-3.3,-1.3,-8.8,-3.2,1.7,2.7,-1.5,-12.9
CCR6 antagonist,10.7,-2.9,5.5,-11.0,5.5,-5.0,17.6,1.3
Gli-Sufu block,0.0,2.8,-8.5,-6.8,52.9,16.4,41.5,3.7
APJ antag,9.0,-3.5,5.8,-73.2,-1.8,2.7,14.3,-7.6
UBC13 inh,-1.7,0.2,-2.1,-10.4,-1.7,-11.6,-2.6,-12.6
697 NFkB inh,13.0,15.0,-9.6,-56.7,16.4,-14.2,1.9,-33.7
EBI2 block,4.8,6.4,-6.8,-8.9,-4.8,9.6,-0.7,-3.0
Jurkat NFkB inh,3.1,12.2,-9.7,-31.0,8.9,-8.2,1.3,5.7

8 structures from above, sorted by formula weight, falling:
(36) CC1(C)CC(=O)c2c(nc(SCC(=O)Nc3nsc(-c4ccccc4)n3)c(C#N)c2-c2ccccc2)C1
(38) O=C(CSc1nc2nc3c(cc2c(=O)n1-c1ccccc1)CCCC3)Nc1cccc2ccccc12
(35) O=C1COc2ccc(C(=O)COC(=O)Cc3c(F)cccc3Cl)cc2N1
(34) CCOC(=O)N1CCN(C(=O)c2cc(OC)cc(OC)c2)CC1
(37) CC(C)(CO)NCC(O)Cn1cc(C=O)c2ccccc21 (stereo unspecified)
(31) CCC(Oc1ccccc1)C(=O)NC1CCSC1=O (stereo unspecified)
(40) C=C(C)CNC(=S)Nc1cccc2cnccc12
(33) NC(=O)c1ccccc1NC(=O)C1CCCO1 (stereo unspecified)
Compound,36,38,35,34,37,31,40,33
CXCR6 block,-3.2,2.7,-8.8,-1.3,1.7,2.2,-12.9,-3.3
CCR6 antagonist,-11.0,-5.0,5.5,-2.9,5.5,-1.0,1.3,10.7
Gli-Sufu block,-6.8,16.4,-8.5,2.8,52.9,4.9,3.7,0.0
APJ antag,-73.2,2.7,5.8,-3.5,-1.8,9.1,-7.6,9.0
UBC13 inh,-10.4,-11.6,-2.1,0.2,-1.7,-0.7,-12.6,-1.7
697 NFkB inh,-56.7,-14.2,-9.6,15.0,16.4,23.6,-33.7,13.0
EBI2 block,-8.9,9.6,-6.8,6.4,-4.8,-2.8,-3.0,4.8
Jurkat NFkB inh,-31.0,-8.2,-9.7,12.2,8.9,8.2,5.7,3.1

Later entries
(41) CN(C)S(=O)(=O)c1ccc(C(=O)Nc2nc(-c3cc4ccccc4o3)cs2)cc1
(42) Cc1cc(Cl)c2oc(C(=O)N(C)C3CCOC3)c(C)c2c1 (stereo unspecified)
(43) COc1ccccc1-c1c(C)nn2c(N3CCC4(CC3)OCCO4)cc(C)nc12
(44) Cn1c(N)c(S(=O)(=O)N2CCN(c3ccccc3F)CC2)c(=O)n(C)c1=O
(45) O=C(CCCC(=O)N(CC(=O)NC1CCCCC1)c1ccccc1F)Nc1ccccn1
(46) CC(=O)/C(N=Nc1ccc(SC(F)F)cc1)=C(\C)O
(47) Cc1ccc(C(=O)N/N=C\c2cc3c(cc2Br)OCO3)s1
(48) C=CCn1c(SCC(=O)Nc2ccc(-c3nc4ccc(C)cc4s3)cc2)nnc1-c1ccncc1
Compound,41,42,43,44,45,46,47,48
CXCR6 block,-1.4,1.2,8.7,7.0,-3.3,0.0,-16.7,-9.6
CCR6 antagonist,10.6,10.6,14.3,7.1,16.1,12.4,-9.1,7.6
Gli-Sufu block,50.0,-54.2,26.8,-7.2,-5.2,-7.9,-41.1,-82.1
APJ antag,13.7,5.1,14.4,-13.9,11.2,9.4,-2.2,-30.6
UBC13 inh,-0.2,7.4,-4.9,-2.3,-2.7,-6.0,-4.1,3.7
697 NFkB inh,22.5,-44.6,18.3,13.1,-1.4,-18.7,-59.7,-214.5
EBI2 block,16.9,9.8,-12.4,-6.0,-9.8,-5.0,38.9,-11.3
Jurkat NFkB inh,33.8,-40.0,5.0,-2.5,2.4,0.9,17.1,-51.0

(49) Cc1ccc(S(=O)(=O)NCCc2ccc(S(N)(=O)=O)cc2)cc1
(50) C=CCOc1c(Br)cc(/C=N/O)cc1OCC
(51) Cc1ccc(S(=O)(=O)N2CCC(Oc3ccc(-n4cnnn4)cc3)CC2)cc1
(52) COc1ccc(CNc2oc(-c3ccccc3)nc2C#N)cc1
(53) COc1cccc(CNS(=O)(=O)c2ccc3c(c2)CC(C)N3C(=O)C2CCC2)c1 (stereo unspecified)
(54) Cc1ccccc1Nc1sc(C(=O)Nc2cccc(Cl)c2)c(N)c1C(N)=O
(55) COc1ccc(OC)c(-n2nnnc2SCC(=O)NCc2ccc3c(c2)OCO3)c1
(56) COc1ccc(C(=O)C(Sc2nnc(C)c(=O)[nH]2)c2ccc(OC)cc2)cc1 (stereo unspecified)
Compound,49,50,51,52,53,54,55,56
CXCR6 block,-1.5,1.2,0.1,10.8,1.8,-6.5,-8.1,-3.6
CCR6 antagonist,-1.6,8.7,3.0,21.4,21.1,-6.0,7.6,6.0
Gli-Sufu block,-1.8,-0.7,8.1,-6.3,-8.3,0.1,-5.1,-16.1
APJ antag,1.2,9.7,-8.4,-5.6,3.8,/,7.7,12.6
UBC13 inh,-3.0,13.7,-4.4,18.1,1.7,/,-1.3,10.5
697 NFkB inh,1.6,10.3,-46.2,-5.4,-21.7,/,-25.8,10.9
EBI2 block,-2.3,0.2,11.2,1.9,1.3,-3.8,-4.4,-0.1
Jurkat NFkB inh,9.3,-4.0,4.7,5.4,5.6,/,-9.4,10.3
